# N370S GC: qHTS Assay for Inhibitors and Activators of N370S glucocerebrosidase as a Potential Chaperone Treatment of Gaucher Disease | Lysosomal acid glucosylceramidase (Homo sapiens), P04062 | N370S GC spleen homogenate, 4MU-glucoside fluorescence | Potency, µM (top dose mostly 59.4 µM), for the others: at the top dose activity change, negative = inhibition, actives largely listed as inhibitors | 330,000 tested, 0.092% active;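 further: 0% = full enzyme activity and -100% = no enzyme basal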
# TDP1 block: qHTS Assay for Inhibitors of Tyrosyl-DNA Phosphodiesterase (TDP1) | AID 485290, 2010 | 350,000 tested, 0.28% active | Tyrosyl-DNA phosphodiesterase 1 (Homo sapiens), Q9NUW8 | recombinant TDP1, AlphaScreen DNA substrate cleavage | Potency, µM (highest dose often 130 µM), for the others: top-dose activity change, negative = inhibition, usual class: inhibitors; further: nearly all actives have a fitted effect of over 40% in size
# Target sequence (Q9NUW8 whole entry, looked up): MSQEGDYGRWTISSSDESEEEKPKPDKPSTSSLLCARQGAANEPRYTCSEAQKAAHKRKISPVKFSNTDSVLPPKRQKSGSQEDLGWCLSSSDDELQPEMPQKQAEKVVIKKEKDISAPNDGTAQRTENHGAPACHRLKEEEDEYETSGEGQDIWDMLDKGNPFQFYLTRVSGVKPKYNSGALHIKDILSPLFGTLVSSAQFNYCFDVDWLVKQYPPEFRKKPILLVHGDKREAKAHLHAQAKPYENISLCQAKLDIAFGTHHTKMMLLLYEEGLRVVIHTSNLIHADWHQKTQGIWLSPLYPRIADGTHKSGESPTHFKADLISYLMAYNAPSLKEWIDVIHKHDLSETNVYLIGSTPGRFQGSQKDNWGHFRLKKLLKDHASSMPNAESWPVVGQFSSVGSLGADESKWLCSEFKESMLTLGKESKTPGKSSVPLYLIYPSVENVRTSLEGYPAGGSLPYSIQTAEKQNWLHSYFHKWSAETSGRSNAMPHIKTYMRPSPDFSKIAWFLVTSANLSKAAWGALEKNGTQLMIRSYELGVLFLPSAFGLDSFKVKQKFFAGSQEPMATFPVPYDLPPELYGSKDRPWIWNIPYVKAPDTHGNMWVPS
#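 Enzyme-compound mixtures sat 15 min at room temperature, followed by a 5 min reaction with 15 nM final substrate and 10 min with AlphaScreen beads. Recombinant human Tdp1 was used at 1 nM final.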
# FEN1 inhibitor: qHTS Assay for the Inhibitors of Human Flap endonuclease 1 (FEN1); 390,000 tested, 0.35% active; Recombinant FEN1 flap cleavage, fluorescence, 15 min; AID 588795, 2011; Potency, µM (series often up to 114 µM), inactives show top-dose activity change, negative = inhibition, most hits filed as inhibitors; further: nearly all actives have a fitted effect of over 65% in size
# Target sequence (P39748 whole entry, looked up): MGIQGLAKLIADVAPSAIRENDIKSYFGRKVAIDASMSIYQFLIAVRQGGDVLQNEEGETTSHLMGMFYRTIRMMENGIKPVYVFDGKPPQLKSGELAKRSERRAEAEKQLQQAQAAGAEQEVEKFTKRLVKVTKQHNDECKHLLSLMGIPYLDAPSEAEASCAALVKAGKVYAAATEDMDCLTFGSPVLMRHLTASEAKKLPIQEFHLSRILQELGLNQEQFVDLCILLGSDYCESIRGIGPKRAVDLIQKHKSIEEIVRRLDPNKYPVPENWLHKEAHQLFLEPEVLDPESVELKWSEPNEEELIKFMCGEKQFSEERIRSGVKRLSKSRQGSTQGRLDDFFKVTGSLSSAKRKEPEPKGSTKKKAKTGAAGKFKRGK
#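 Read-out was taken twice, immediately and after 15 min, following addition of 50 nM substrate to 10 nM FEN1 that had sat with test compound for 15 min at room temperature. Curves came from a four-parameter Hill model.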
# Active calls of the source: *; ? = inconclusive; / = no result given; & = joins results of further samples; [ ] = remark or other dose. The call rests on the fitted dose curve; in most records, active means well fitted curve in the direction sought with a large enough effect; inconclusive means small, poorly fitted or top-dose-only effect, or another doubt; inactive means no such curve, though single readings can be large; an effect the other way counts as inactive or inconclusive. Unless noted, on the % scale 0 is the no-effect control and ±100 the full control effect; potency means the concentration at half of the fitted maximal effect.
item | SMILES | N370S GC | TDP1 block | FEN1 inhibitor
1 | Nc1nnc(SCC(=O)c2ccc3ccccc3c2)s1 | 9% | 4% | -7%
2 | O=C(c1ccc(NC(=O)C2(c3ccccc3)CCOCC2)cc1)N1CCOCC1 | 2% | -1% | 1%
3 | CCCS(=O)(=O)N1CCC(C(=O)NCCN(C)Cc2ccccc2)CC1 | 7% | 1% | -9%
4 | O=C(c1ccccc1)c1nnc(-c2ccccc2F)o1 | 3% | 3% | -3%
5 | NCCCC[C@H]1CNC(=S)N1CC1(c2ccccc2)CC1 | 3% | / | 18%
6 | COc1ccc(C(C)NCCC(c2ccc(OC(C)C)cc2)c2ccccc2OC)cc1 (stereo not given) | ? | / | -22%
7 | Cc1cccc(NCc2cc(Cl)ccc2O)n1 | 1% | 2% | -21%
8 | NC1=NCC2c3ccccc3Cc3ccccc3N12 (stereo not given) | -3% | 11% | /

# Compounds from the list above with a halogen, in the order listed:
item | SMILES | N370S GC | TDP1 block | FEN1 inhibitor
4 | O=C(c1ccccc1)c1nnc(-c2ccccc2F)o1 | 3% | 3% | -3%
7 | Cc1cccc(NCc2cc(Cl)ccc2O)n1 | 1% | 2% | -21%

# (cont.)
item | SMILES | N370S GC | TDP1 block | FEN1 inhibitor
9 | O=C(CCn1c(=O)c2cccn2c2cccnc21)N1CCN(c2ccccc2F)CC1 | / | 0% | -13%
10 | CCOc1ccc(C(=O)NCc2nc3cccnc3n2Cc2cccc(OC)c2)cc1 | / | 4% | 17%
11 | Cc1ccc(O)c(CNCCNCc2cc(C)ccc2O)c1 | -27% | / | -1%
12 | O=C1C2CCCCC2C(=O)N1c1cccc(OS(=O)(=O)c2ccccc2)c1 (stereo not given) | -3% | -3% | 3%
13 | O=C(c1ccc(Br)o1)N1CCN(c2ccc(F)cc2)CC1 | -12% | 9% | -15%
14 | CN(C)C(CNC(=O)C1CC(=O)N(Cc2ccccc2)C1)c1ccccc1 (stereo not given) | -1% | -3%[0.505 µM] | -1%
15 | Cc1ccc(CNC(=O)CNS(=O)(=O)c2ccc(Br)s2)cc1 | -2% | / | 17%
16 | COc1cc(CNCCCN2CCOCC2)cc(Br)c1OCc1ccc(Cl)cc1 | 12% | -10% | -6%
17 | O=C(c1cc(-c2cccc3ccccc23)nc2ccccc12)N1CCN(CCO)CC1 | / | 0% | 4%
18 | CCc1ccccc1Nc1nn2c(=O)c3ccc(C(=O)NCc4cccs4)cc3nc2s1 | -4% | / | -16%
19 | O=C(CSc1ccccc1C(=O)O)NC12CC3CC(CC(C3)C1)C2 | 2% | / | 18%
20 | CC1CCN(S(=O)(=O)c2ccc3c(c2)c(=O)c(C(=O)NCc2cccs2)cn3C)CC1 | -4% | 0% | -4%
21 | COc1ccc(CC(=O)NC(C)C2COc3ccccc3O2)cc1OC (stereo not given) | 0% | -2% | -1%
22 | CCOC(=O)Cn1c(N2CCOCC2)nc2c1c(=O)[nH]c(=O)n2C | 0% | 5% | -1%
23 | O=C1c2ccccc2C(=O)C1c1nccc2ccccc12 | -7% | 2% | -18%
24 | CCOC(=O)C1CCN(C(=O)Cn2nc(C)n3cccc3c2=O)CC1 | -12% | 4% | -5%
25 | CC(C)C(CCNC(=O)CN1C(=O)c2ccccc2C1=O)c1ccco1 (stereo not given) | 3% | 0% | 7%
26 | Cc1ccccc1NC1(C#N)C(=O)Nc2ccccc21 (stereo not given) | 2% | 4% | -1%
27 | COCCCNC(=O)CCc1c(C)nc2nc(-c3cc(OC)cc(OC)c3)nn2c1C | / | 2% | -8%
28 | O=C(Nc1ccc([N+](=O)[O-])cc1)Nc1ccc2c(c1)OCCO2 | 3% | 5% | 12%
29 | COC(=O)c1c(NC(=O)CC2SC(N)=NC2=O)sc(C)c1C (stereo not given) | -2% | 0% | -5%
30 | CCc1cccc2sc(N3CCN(C(=O)c4ccc([N+](=O)[O-])o4)CC3)nc12 | -13% | 10% | 2%
31 | CC1CCCC(NC(=O)COC(=O)COc2ccc(Br)cc2)C1C (stereo not given) | / | 0% | 11%
32 | COc1cccc2c1OC(=O)CC2c1ccc(C)cc1 (stereo not given) | -9%[89.1 µM] | 5%[234 µM] | /
33 | COC(=O)c1ccc(C)c(NC(=O)CCc2ccc(OC)cc2)c1 | 25% | 3% | -20%
34 | COc1cc(C=O)ccc1OCCOCCOc1ccc(Cl)cc1 | 4% | -3% | -7%
35 | O=C(COc1ccccc1)NCC(c1ccco1)N1CCN(c2ccccc2)CC1 (stereo not given) | -1% | / | -10%
36 | COc1cc(CC(=O)OCC(=O)Nc2ccc(S(=O)(=O)N3CCCC3)cc2)cc(OC)c1OC | 3% | 6% | 1%
37 | CCCCC(Br)C(=O)Nc1ccc(S(=O)(=O)Nc2cc(C)nc(C)n2)cc1 (stereo not given) | 0% | / | -8%
38 | COC(=O)c1ccc(C(=O)N(Cc2ccccc2)c2ccccc2)cc1 | -3% | -8% | 0%
39 | CC(C)CNC(=O)CCCSc1nc2ccccc2[nH]1 | -3% | -5% | -5%
40 | C=CCc1cc(Cl)ccc1OCCCn1ccnc1 | 5% | 8% | -21%
41 | CS(=O)(=O)N(CC(=O)N1CCOCC1)c1ccccc1Br | -2% | / | 3%
42 | O=c1[nH]c(N2CCCCC2)nc2ncn(Cc3ccccc3)c12 | 1% | -2% | 3%
43 | CCn1c(SCC(=O)N2CCCc3ccccc32)nnc1-c1ccoc1C | 1% | 2% | -3%
44 | C[C@H](NC(=O)c1ccc(Cl)cc1)C(=O)OCn1nnc2ccccc2c1=O | / | 0% | -6%
45 | COC(=O)C1=CN(C2CC2)C=C(C(=O)OC)C1c1ccc(C(F)(F)F)cc1 | ? | / | -6%
46 | CCOC(=O)c1c(NC(=O)c2cc(-c3cccc(OC)c3)on2)sc2c1CCCC2 | / | -5% | -12%
47 | Cc1csc(NC(=O)CSc2nnc(NC(=O)C3CC(=O)N(c4ccccc4)C3)s2)n1 (stereo not given) | 8% | 6% | 2%
48 | CS(=O)(=O)NCCCNc1c(Cl)cccc1[N+](=O)[O-] | -5% | 7% | -6%

# More results follow.
item	Compound	N370S GC	TDP1 block	FEN1 inhibitor
49	O=C(COC(=O)Cc1ccccc1F)Nc1cccc(S(=O)(=O)NC2=NCCCCC2)c1	-8%	-1%	2%
50	COc1cccc(NC(=O)CCCn2nc(C)c3c(C)n(-c4ccccc4)nc3c2=O)c1	-16%	1%	3%
51	Cc1ccccc1C(=O)Nc1cccc(NC(=O)c2ccc(-c3ccc(Br)cc3)o2)c1	-1%	3%	-8%
52	CCOC(=O)N1CCC(NC(=O)c2c(C)nn(-c3ccc(C)cc3)c2-n2cccc2)CC1	/	-3%	-15%
53	CCCCOc1ccc(/C=C/C(=O)Nc2ccc(C(N)=O)cc2)cc1	3%	-3%	-18%
54	Cc1c(CCC(=O)NCCc2ccccc2)c(=O)oc2c(C)c(O)ccc12	/	-4%	2%
55	S=C(NCc1cccnc1)Nc1ccc(Oc2ccc(Cl)cc2)cc1	-19%	2%	-21%
56	CC(C)OP(=O)(OC(C)C)C(Nc1cccc(C(=O)O)c1)c1ccccc1 (stereo not given)	5%	-1%	2%
57	CCCNC(=O)Cc1c(C)oc2ccccc12	9%	-1%	14%
58	CCOC(=O)C1=C(C)NC2=C(C(=O)C(C(=O)OCC)C(c3ccc(OC)cc3)C2)C1c1ccccn1 (stereo not given)	-6%	1%	-12%
59	Cc1ccc(C)c(S(=O)(=O)c2cn(Cc3ccccc3)c3cc(F)c(F)cc3c2=O)c1	/	6%	11%
60	O=S(=O)(c1ccc(Cl)s1)N1CCCCC1	-5%	3%	0%
61	CC1CCCCC1NC(=O)COC(=O)C12CC3CC(CC(Cl)(C3)C1)C2 (stereo not given)	7%	1%	-12%
62	CC1(NC(=O)Cc2csc(-c3cccc(Cl)c3)n2)CCS(=O)(=O)C1 (stereo not given)	/	-1%	-4%
63	CCc1cc(C(=O)Nc2c(C)nn(Cc3ccccc3Cl)c2C)no1	/	0%	-6%
64	O=S(=O)(Cc1cc(Sc2ccccc2)nc(-c2ccccc2)n1)c1ccccc1	4%	7%	-8%
65	NC(=O)C1CCN(C(=O)c2ccc3ccccc3c2)CC1	-4%	/	0%
66	CCN(CC)c1ccc(/C=N/n2c(=S)[nH]nc(C)c2=O)cc1	7%	1%	7%
67	CN(C)C(=O)C(=O)c1cccn1-c1ccccc1C#N	20%	0%	-11%
68	CN(C)C(=O)c1cc(C(=O)c2c(F)cccc2F)c[nH]1	3%	/	-5%
69	COc1ccc(CNc2nc(-c3cccnc3)nn2C(=O)C(C)C)cc1	5%	2%	-1%
70	O=C1OCCC1Sc1nc2ccccc2c(=O)n1Cc1ccccc1 (stereo not given)	-16%	8%	-4%
71	CN(C)c1ccc(CNn2cnnc2SCC(=O)NC(C)(C)C)cc1	5%	9%	5%
72	O=C(NCc1ccccn1)c1cc(S(=O)(=O)N2CCCCCC2)ccc1Cl	0%	2%	-4%
73	Cc1cccc(Cc2c(C)nc3nc(SCC(=O)NCc4ccco4)nn3c2C)c1	6%	2%	-1%
74	Clc1ccc(OCCn2ccnc2)c2ccccc12	-13%	9%	-1%
75	O=C(Cn1cc(C(F)(F)F)cc(Cl)c1=O)Nc1cccc(S(=O)(=O)N2CCCCC2)c1	/	1%	-21%
76	COCCNC(=O)Cn1cnc2ccc(S(=O)(=O)N3CCC(C)CC3)cc2c1=O	3%	-6%	3%
77	c1ccc(-c2ccccn2)nc1	19%&-4%	4%	12%
78	Cc1ccc(Nc2c(-c3cccnc3)nc3ccc(C)cn23)cc1	/	-2%[12.3 µM]	-14%
79	Cc1ccc(C(=O)NC2CC(C)(C)NC(C)(C)C2)cc1	-3%	/	-9%
80	CN1CCN(C(=O)CN(CCc2ccccc2)S(C)(=O)=O)CC1	4%	3%	9%
81	CC(=O)Nc1ccc(NC(=O)C(C)OC(=O)CNS(=O)(=O)c2ccc(Br)cc2Cl)cc1 (stereo not given)	-14%	3%	11%
82	CCn1c(=O)cc(OCC(=O)Nc2nc(C)cs2)c2ccccc21	3%	8%	1%
83	COc1cccc(CN(CC(=O)NC2CCCC2)C(=O)CCC(=O)Nc2cc(C)on2)c1	5%	3%	9%
84	COc1c(C)cc(C(=O)C2CCCN(C(=O)Cn3nc(C)nc3C)C2)cc1C (stereo not given)	-1%	2%	22%
85	O=C(OCc1nnc(-c2ccccc2)o1)c1cccc(-n2cnnn2)c1	-11%	-3%	-7%
86	CC1=C(C(=O)Nc2ccccc2)C(c2ccc(O)cc2)n2nc(-c3ccc(Cl)cc3)nc2N1 (stereo not given)	/	-1%	-16%
87	O=C(NCC1CCCO1)C1CCN(S(=O)(=O)c2ccccc2)CC1 (stereo not given)	1%	2%	6%
88	CN(C)CCCNC(=O)c1ccc(Cl)c(S(=O)(=O)N(C)c2ccccc2)c1	6%	4%	-8%
89	CCOC(=O)C1CCN(c2c(NCc3ccc(C(=O)NC4CCCC4)cc3)c(=O)c2=O)CC1	5%	4%	5%
90	O=C(CN1CCOCC1)N/N=C/c1ccccc1	-1%	0%	6%
91	Cc1cc(C)n(CC(O)COc2ccc(C(C)(C)C)cc2)n1 (stereo not given)	-3%	1%	0%
92	CCCOc1ccc(C2=NC(c3ccncc3)=Nc3ccc(C)cc3N2)cc1	/	9%	-23%
93	CC(C)CC(NC(=O)C(COCc1ccccc1)NC(=O)OC(C)(C)C)C(=O)NN (stereo not given)	9%	-2%	14%
94	C[C@@H]1C(=O)O[C@H]2C[C@@]34[C@H]5C[C@@H](C(C)(C)C)[C@]36[C@@H](OC(=O)[C@@H]6O)O[C@@]4(C(=O)O5)[C@]21O	0%	/	20%
95	FC(F)(F)c1cc(CCN2CCNC[C@@H]2CC2CCCCC2)cc(C(F)(F)F)c1	/	-5%	-5%
96	COc1ccc(OCC(=O)NNC(=O)c2cc3ccccc3o2)cc1	-1%	-6%	4%
97	Cc1ccc(C)c(S(=O)(=O)N2CCN(C(=O)CSc3ccccc3)CC2)c1	-15%	0%	1%
98	Nc1cc2c([N+](=O)[O-])cccc2o1	3%	10%	-15%
99	Cc1ccc(S(=O)(=O)N2CCOCC2)cc1NC(=O)CSc1nnc(C2CC2)n1C1CC1	/	0%	23%
100	COc1ccc(CCNC(=O)C2CCN(S(=O)(=O)c3ccc(Cl)cc3)CC2)cc1OC	3%	2%	0%
101	COc1ccc(OC)c(-c2csc(N(Cc3ccco3)C(=O)c3cccs3)n2)c1	8%	1%	-10%
102	COC(=O)C1C(c2ccc(Cl)cc2)NC(c2ccc(Cl)cc2)C(C(=O)OC)S1(=O)=O (stereo not given)	-6%	6%	-8%

# Reformatted: entries from further up
# Results follow in this order: N370S GC, TDP1 block, FEN1 inhibitor
47	Cc1csc(NC(=O)CSc2nnc(NC(=O)C3CC(=O)N(c4ccccc4)C3)s2)n1 (stereo not given)
    8%, 6%, 2%
48	CS(=O)(=O)NCCCNc1c(Cl)cccc1[N+](=O)[O-]
    -5%, 7%, -6%
49	O=C(COC(=O)Cc1ccccc1F)Nc1cccc(S(=O)(=O)NC2=NCCCCC2)c1
    -8%, -1%, 2%
50	COc1cccc(NC(=O)CCCn2nc(C)c3c(C)n(-c4ccccc4)nc3c2=O)c1
    -16%, 1%, 3%
